PI4K2A inh: inhibitors of human PI4K2A; activity change, negative = inhibition, % at 76.9 µM; hit rate 0.13% among 420,000; AID 1346378; purified PI4K2A, ADP-Glo luminescence, 1 h; stronger effect = lower value; in the data active means activity change below about -50%; inconclusive means mostly about -30% to -49%;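 further: -100% = wells without enzyme as full effect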
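PI4K2A activity was measured by ADP-Glo luminescence: enzyme (4 ug/mL stock) and phosphatidylinositol (1.2 mM stock) in Tris pH 7.5/MgCl2/EGTA/Triton X-100 buffer were reacted with ATP (300 microM stock) for one hour at ambient temperature.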
GLS inhibitor: inhibitors of human glutaminase (GLS). GLS enzymatic activity, qHTS titration. hit rate 0.21% among 410,000. Potency, µM (titrated, usually from 45.5 µM), without a hit: at the highest dose activity change, negative = inhibition, hits mostly inhibitors; further: potency means the concentration at half of the fitted maximal effect; on the % scale 0 is the no-effect control and ±100 the full control effect
Target sequence (O94925 whole entry, looked up): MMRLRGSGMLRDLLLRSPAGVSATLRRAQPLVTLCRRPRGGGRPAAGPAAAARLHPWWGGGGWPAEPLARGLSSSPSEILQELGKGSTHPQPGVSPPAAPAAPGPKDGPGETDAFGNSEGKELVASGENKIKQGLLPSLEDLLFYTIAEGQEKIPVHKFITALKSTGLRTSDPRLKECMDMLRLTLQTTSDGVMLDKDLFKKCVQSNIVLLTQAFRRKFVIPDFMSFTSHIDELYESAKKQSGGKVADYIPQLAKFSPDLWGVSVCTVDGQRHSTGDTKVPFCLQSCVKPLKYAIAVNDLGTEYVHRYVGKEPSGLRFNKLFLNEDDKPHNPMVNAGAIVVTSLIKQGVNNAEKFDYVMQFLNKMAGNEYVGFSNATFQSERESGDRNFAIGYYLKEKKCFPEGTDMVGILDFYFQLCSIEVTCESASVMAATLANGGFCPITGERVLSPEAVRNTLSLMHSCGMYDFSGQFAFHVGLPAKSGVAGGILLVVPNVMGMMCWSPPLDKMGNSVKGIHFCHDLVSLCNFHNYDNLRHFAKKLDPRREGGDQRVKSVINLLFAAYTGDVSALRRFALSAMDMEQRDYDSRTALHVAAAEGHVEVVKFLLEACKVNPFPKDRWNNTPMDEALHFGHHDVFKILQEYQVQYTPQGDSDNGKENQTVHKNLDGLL
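Glutamate formation by hKGA was monitored fluorometrically using coupled glutamate oxidase, HRP and Amplex Red. Substrate was added as 1 mM L-glutamine solution; incubation was 30 min at RT after an initial read.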
mIDH1 inhibitor: human IDH1 R132H inhibition | IDH1-R132H enzyme, NADPH consumption, diaphorase/resazurin fluorescence | Potency, µM (series often up to 76.6 µM), inactives show at the highest dose activity change, negative = inhibition, actives largely listed as inhibitors | hit rate 0.093% among 390,000 | AID 602179; further: potency means the concentration at half of the fitted maximal effect; on the % scale 0 is the no-effect control and ±100 the full control effect; nearly all actives have a fitted effect of over 65% in size
Target sequence (O75874 whole entry R132H, stated change not applied): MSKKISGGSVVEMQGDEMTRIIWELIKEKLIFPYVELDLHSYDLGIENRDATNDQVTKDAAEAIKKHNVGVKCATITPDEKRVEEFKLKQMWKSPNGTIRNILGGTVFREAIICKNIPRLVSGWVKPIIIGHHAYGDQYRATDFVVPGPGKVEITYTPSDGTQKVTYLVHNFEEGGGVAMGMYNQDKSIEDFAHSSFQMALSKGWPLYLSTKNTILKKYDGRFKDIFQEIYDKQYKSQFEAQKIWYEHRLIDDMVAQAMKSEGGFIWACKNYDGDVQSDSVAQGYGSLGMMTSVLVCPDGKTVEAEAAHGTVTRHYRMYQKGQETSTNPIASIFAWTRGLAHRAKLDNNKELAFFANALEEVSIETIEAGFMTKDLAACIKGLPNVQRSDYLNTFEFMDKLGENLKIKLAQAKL
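IDH1-R132H (0.5 ug/mL) preincubated 30 min with compound, then NADPH (0.016 mM) and alpha-KG (2 mM) added; 80 min at RT, pH 7.5. Remaining NADPH coupled via diaphorase/resazurin to fluorescence (540/590 nm); concentration-response curves normalized to no-enzyme control.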
TrxR1 substrate: rat thioredoxin reductase 1 substrate activity; O89049; purified TrxR1 substrate turnover, NADPH consumption readout; Potency, µM (series often up to 114 µM), for inactives: at the top dose activity change, negative = substrate turnover; hit rate 0.01% among 390,000; AID 588456; further: potency means the concentration at half of the fitted maximal effect; on the % scale 0 is the no-effect control and ±100 the full control effect; nearly all actives have a fitted effect of over 50% in size
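Rat TrxR1, dispensed at 90 nM, was prereduced with 400 uM NADPH (final) for 5 min at ~22 deg C, then incubated with compound 15 min before 400 uM selenite. A first-read NADPH fluorescence drop versus no-compound background flagged substrates.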
Pin1 inhibitor: inhibitors of human Pin1. Q13526. Pin1 FP peptide displacement, HiFluor488, 10 min. Potency, µM (series often up to 115 µM), for inactives: at the top dose activity, negative = inhibition, most hits filed as inhibitors. hit rate 0.009% among 390,000. AID 504891; active means well fitted inhibition curve with a large enough effect in the polarisation, with a control signal flat, not every such curve was filed as active; inconclusive means small, poorly fitted or top-dose-only effect, or effect the other way, or a change in a side signal; inactive means no such curve, though single readings can be large or run the other way; the % refers to the polarisation; further: potency means the concentration at half of the fitted maximal effect; on the % scale 0 is the no-effect control and ±100 the full control effect
USP1-UAF1 inh: inhibitors of human USP1/UAF1 deubiquitinase; O94782; recombinant USP1/UAF1, Ub-Rhodamine cleavage fluorescence; Potency, µM (titrated, usually from 57.1 µM), for the others: at the highest dose activity change, negative = inhibition, hits mostly inhibitors; hit rate 0.23% among 390,000; AID 743255; further: potency means the concentration at half of the fitted maximal effect; on the % scale 0 is the no-effect control and ±100 the full control effect; nearly all actives have a fitted effect of over 60% in size; inactives centre near -12
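Step one: compound is pinned into 1nM USP1/UAF1 in HEPES pH 7.8 buffer with TCEP. Step two: 15 min room-temperature incubation. Step three: Ub-Rho (150nM final) starts cleavage, tracked by fluorescence over six one-minute reads.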
HP1b chromo inh: HP1-beta chromodomain-methylated histone interaction inhibition. P83916. AlphaScreen HP1-beta / biotin-H3K9me3 peptide binding. Potency, µM (top dose mostly 114 µM), inactives show top-dose activity change, negative = inhibition, most hits filed as inhibitors. hit rate 0.56% among 390,000. AID 540317; further: potency means the concentration at half of the fitted maximal effect; nearly all actives have a fitted effect of over 70% in size; inactives centre near 23
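Compound inhibition of the preformed complex between 50 nM HP1-beta and 50 nM biotinylated H3K9me3 peptide was read by AlphaScreen. Buffer was PBS pH 7.4 with 0.01% Tween-20. Incubations ran 30 min at room temperature, with 10 ug/mL donor/acceptor beads.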
Tb PGK inh: inhibitors of T. brucei phosphoglycerate kinase; PGK/GAPDH coupled, Kinase-Glo luminescence, 60 min; P07378; Potency, µM (top dose mostly 57.5 µM), for the others: at the top dose activity change, negative = inhibition, usual class: inhibitors; hit rate 0.043% among 380,000; further: potency means the concentration at half of the fitted maximal effect; on the % scale 0 is the no-effect control and ±100 the full control effect; nearly all actives have a fitted effect of over 60% in size
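Luminescent ATP detection (Kinase-Glo Plus) follows a 60-minute room-temperature incubation, with wells lacking PGK as controls. Buffer: 100 mM TEA (pH 7.6), 5 mM MgCl2, 0.01% Tween-20. Coupling enzyme GAPDH (100 nM final) supplies unstable 1,3-BPG in-well.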
rTrxR1 inhibitor: rat TrxR1 inhibition. hit rate 1% among 390,000. Potency, µM (top dose mostly 114 µM), inactives show at the top dose activity change, negative = inhibition, most hits filed as inhibitors. AID 588453. O89049. recombinant rTrxR1, NADPH fluorescence consumption, selenite substrate; further: potency means the concentration at half of the fitted maximal effect; on the % scale 0 is the no-effect control and ±100 the full control effect; nearly all actives have a fitted effect of over 65% in size
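Rat TrxR1 (90 nM in the dispensed reagent) was pre-reduced with 400 uM NADPH for 5 min at room temperature, then incubated with compound for 15 min. After 400 uM selenite was added, NADPH fluorescence (Ex 340/Em 450 nm) was followed for 8 min.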
An asterisk follows results filed as active; i = inactive; ? = inconclusive; . = no result given; [ ] = another dose, or the depositor's remark. Unless noted, the call rests on the fitted dose curve; in most records, active means well fitted curve in the direction sought with a large enough effect; inconclusive means small, poorly fitted or top-dose-only effect, or another doubt; inactive means no such curve, though single readings can be large; an effect the other way counts as inactive or inconclusive. A portion of the library (hit frequency here may not be typical).

A first look:
SMILES | PI4K2A inh | GLS inhibitor | mIDH1 inhibitor | TrxR1 substrate | Pin1 inhibitor | USP1-UAF1 inh | HP1b chromo inh | Tb PGK inh | rTrxR1 inhibitor
CC1CC(C)CN(S(=O)(=O)c2ccc(NC(=S)NC(=O)c3ccccc3)cc2)C1 (stereo unspecified) | -2 | 0% | 1% | -14% | -1% | -21% | 11% | -3% | -36%
O=C(/C=C/c1ccc([N+](=O)[O-])cc1)N(c1ccccn1)C1CCCCC1 | -3 | -12% | 2% | 10%[57.1 µM] | 73%[activator] | -7% | ? | i | 20%[57.1 µM]
Cc1ccc(OCC(=O)Nc2ccc(S(=O)(=O)N3CCCC3)cc2)cc1 | -14 | -5% | -6% | 2% | ? | -18% | 24% | 6% | 12%
Cc1ncc(N=Nc2ccccc2Cl)c(-c2ccccc2)n1 | -5 | -2% | 7% | -3% | 4% | 0% | 16µM* | 4% | -3%[57.1 µM]
CC(C)CNc1ncnc2c1sc1nc(N3CCOCC3)c3c(c12)CC(C)(C)OC3 | -11 | -2% | 0% | 3% | 3% | -20% | 10% | -9% | -10%

Results, previewed entries included:
SMILES | PI4K2A inh | GLS inhibitor | mIDH1 inhibitor | TrxR1 substrate | Pin1 inhibitor | USP1-UAF1 inh | HP1b chromo inh | Tb PGK inh | rTrxR1 inhibitor
CC1CC(C)CN(S(=O)(=O)c2ccc(NC(=S)NC(=O)c3ccccc3)cc2)C1 (stereo unspecified) | -2 | 0% | 1% | -14% | -1% | -21% | 11% | -3% | -36%
O=C(/C=C/c1ccc([N+](=O)[O-])cc1)N(c1ccccn1)C1CCCCC1 | -3 | -12% | 2% | 10%[57.1 µM] | 73%[activator] | -7% | ? | i | 20%[57.1 µM]
Cc1ccc(OCC(=O)Nc2ccc(S(=O)(=O)N3CCCC3)cc2)cc1 | -14 | -5% | -6% | 2% | ? | -18% | 24% | 6% | 12%
Cc1ncc(N=Nc2ccccc2Cl)c(-c2ccccc2)n1 | -5 | -2% | 7% | -3% | 4% | 0% | 16µM* | 4% | -3%[57.1 µM]
CC(C)CNc1ncnc2c1sc1nc(N3CCOCC3)c3c(c12)CC(C)(C)OC3 | -11 | -2% | 0% | 3% | 3% | -20% | 10% | -9% | -10%
CC1(C)Cc2c(ccc3ccccc23)C(=O)N1 | 3 | -14% | 5% | 6% | 2% | -13% | 45%[activator] | -5% | 7%
CCOC(=O)c1sc(NC(=O)C2CC2)cc1C | -2 | 3% | 1% | 2% | 0% | -12% | 33% | 6% | 7%
COc1cc(C(=O)NNC(=O)c2cc(S(=O)(=O)N(C)C)ccc2N2CCCC2)cc(OC)c1OC | -1 | -12% | 5% | -2% | 0% | -4% | 26% | -4% | 20%
Cc1c(Cl)cccc1NC(=O)CSCC(N)=O | -3 | -1% | 3% | -13%[57.1 µM] | 38%[activator] | 2% | 25% | . | 19%
Cc1ccn(C(=O)c2ccc(NC(=O)C3CCCCC3)cc2)n1 | -4 | 9% | 6% | 2%[57.1 µM] | -7% | 1% | 30% | 9% | -4%[57.1 µM]
C=CCn1c(C)c(C(=O)OCC)c2cc(O)c3ccccc3c21 | 2 | 3% | 2% | 7% | -4% | -17% | -5% | -6% | 18%
COc1ccc(-n2c(=O)c3ccc(C(=O)NCc4ccc(C)cc4)cc3n(CC(=O)Nc3cccc(F)c3)c2=O)cc1 | 0 | 1% | -2% | 9% | 16% | -23% | 28% | 3% | 22%
Cn1c(SCC(=O)N2CCCCC2)nnc1-c1ccc(S(=O)(=O)N2CCOCC2)cc1 | 5 | -7% | 8% | 11% | -4% | -12% | 11% | 3% | 8%
COc1ccc(C(=O)Nc2ccc(N3CCOCC3)cc2)cc1S(=O)(=O)N1CCOCC1 | -5 | 22% | 6% | -10% | 1% | ? | 29% | -13% | -7%
COCCNC(=O)CSCc1cc(C)cc(C)c1 | 12 | 0% | -7% | 3%[57.1 µM] | -6% | -5% | 2% | -3% | 14%[57.1 µM]
CN(C(=O)c1cc2c(Cl)nc3ccccc3c2s1)c1cccc(C(F)(F)F)c1 | -2 | -12% | -4% | -1% | 1% | ? | 18% | -1% | 13%
COc1ccc(-c2cc(C(=O)N3CCCC3)c3ccccc3n2)cc1OC | 1 | -8% | -6% | 7% | 0% | -24% | 55%[activator] | 6% | 26%
CCn1c2ccccc2c2cc(NC(=O)c3cccc([N+](=O)[O-])c3C)ccc21 | 1 | -6% | -2% | -6% | 14% | -24% | 3%[57 µM] | -1% | 1%
COC(=O)c1ccc(C2c3c(oc4ccccc4c3=O)C(=O)N2CCCN2CCOCC2)cc1 (stereo unspecified) | -1 | -6% | 8% | 7%[57.1 µM] | -1% | -17% | 46%[activator] | -7% | 10µM*
O=C(CCNS(=O)(=O)c1ccccc1)NCCSc1ccc(Br)cc1 | -2 | 1% | -5% | -1% | 0% | -24% | 24% | i | 16%
O=C(CS(=O)(=O)c1ccc(C(F)(F)F)cn1)NNC(=O)c1ccccc1 | -1 | 2% | 0% | ? | -3% | -21% | 48%[activator] | -11% | ?
Cc1ccsc1/C=C1/C(=O)NN(c2ccccc2)C1=O | 3 | -13% | 21% | -8% | 0% | 3% | -17% | -10% | 10%[57.1 µM]
CN(C)S(=O)(=O)c1ccc(C(=O)OCC(=O)NC(=O)NC2CCCC2)cc1 | 1 | 7% | 3% | -13% | -2% | -13% | 30% | 6% | -10%
CCN(CC)c1ccc(/C=C2\NC(=O)NC2=O)cc1 | 0 | 8% | -3% | -9% | 46%[activator] | -15% | 7% | i | -5%
CC(Sc1nnnn1C1CC1)C(=O)Nc1cccc(S(=O)(=O)N2CCOCC2)c1 (stereo unspecified) | 0 | 7% | 3% | 3% | -9% | 4% | 7% | -2% | 2%
SMILES | PI4K2A inh | GLS inhibitor | mIDH1 inhibitor | TrxR1 substrate | Pin1 inhibitor | USP1-UAF1 inh | HP1b chromo inh | Tb PGK inh | rTrxR1 inhibitor
Oc1c(C(c2ccccn2)N2CCCCC2)cc(Cl)c2cccnc12 (stereo unspecified) | 7 | 7% | 9% | -2% | -8% | -15% | ? | i | ?
COc1ccc2c(c1)c(CC(=O)Nc1cc(C)ccc1C)c(C)n2C(=O)c1ccc(Cl)cc1 | -7 | -4% | 1% | 10% | ? | -11% | 2% | -11% | 33%
CCc1cccc(NC(=O)CSc2nccn2C)c1 | 1 | -2% | -5% | 3% | -3% | -26% | 33% | 0% | 3%
O=S(=O)(CCc1ccncc1)C1Cc2cccc3cccc1c23 (stereo unspecified) | 1 | 4% | -7% | 15% | -7% | -4% | 17% | 0% | -23%
COc1ccccc1N1CCN(C(=O)C2CCN(S(=O)(=O)c3ccc4c(c3)CC(C)N4C(C)=O)CC2)CC1 (stereo unspecified) | -3 | 10% | 7% | -13%[57.1 µM] | 0% | -7% | 58%[activator] | -8% | 4%[57.1 µM]
CC1=NNC(=O)C1C(c1ccc(Cl)cc1)C(C#N)C#N (stereo unspecified) | 22 | ? | 5% | 5% | 3% | -14% | 17% | -7% | ?
O=C(/C=C/c1ccccc1)OCC(=O)c1c[nH]c2ccccc12 | -1 | -15% | 0% | -8% | -10% | -8% | 27% | i | -5%
O=C(NCCc1ccc(Cl)cc1)c1ccc2[nH]c(=O)c(=O)[nH]c2c1 | 3 | 0% | -1% | 36%[activator] | 1% | -19% | 19% | -4% | 16%
COc1ccc(Nc2nc(N/N=C/c3ccc(N(C)C)cc3)nc(C)c2[N+](=O)[O-])cc1 | -21 | 10% | -2% | -11% | 4% | 0% | -8% | -2% | -11%
CC(C)(C)c1ccc(C(=O)NC2=NC(c3cccc(F)c3)CC(=O)N2)cc1 (stereo unspecified) | 0 | -10% | -15% | 2% | -5% | -4% | 24% | -7% | 16%
Fc1ccccc1CNCC1CCCO1 (stereo unspecified) | 0 | 11% | 3% | 4%[57.1 µM] | -14% | -4% | 24% | -9% | 10%[57.1 µM]
COc1ccc2ccccc2c1/C=N/Nc1cccc(C(=O)O)c1 | -3 | 7.9µM* | 0% | 1%[57.1 µM] | -14% | -21% | -9% | 2% | -1%[57.1 µM]
NS(=O)(=O)c1ccc(NC(=O)/C=C/c2cn(-c3ccccc3)nc2-c2cccc(Cl)c2)cc1 | -3 | -7% | 7% | 83% | ? | -16% | 26% | -4% | 35%[57.1 µM]
CC(C)c1nnc(NC(=O)CN(C)S(=O)(=O)c2ccc3c(c2)OCCO3)s1 | -2 | 19% | -3% | -3% | -13% | -9% | 32% | 0% | 3%
COc1ccc(C(=O)NNC(=S)NC(=O)c2cccnc2)cc1 | -3 | -21% | 6% | -6%[57.1 µM] | -10% | -1% | 18% | -8% | -34%[57.1 µM]
CCOC(=O)c1cnc(-n2cc(C)cn2)nc1NCc1ccc2c(c1)OCO2 | -1 | 5% | 3% | 9% | ? | -10% | 34% | 6% | 11%

Screening results deposited in PubChem by National Center for Advancing Translational Sciences (NCATS).
